Pol kappa inh: blocks human DNA polymerase kappa activity. 0.53% of 400,000 active. purified Pol kappa, fluorescent DNA synthesis assay, 10 min. AID 588579. Potency, µM (titrated, usually from 107 µM), without a hit: at the top dose activity, negative = inhibition, most hits filed as inhibitors; further: potency means the concentration at half of the fitted maximal effect; on the % scale 0 is the no-effect control and ±100 the full control effect
Target sequence (Q9UBT6 whole entry, looked up): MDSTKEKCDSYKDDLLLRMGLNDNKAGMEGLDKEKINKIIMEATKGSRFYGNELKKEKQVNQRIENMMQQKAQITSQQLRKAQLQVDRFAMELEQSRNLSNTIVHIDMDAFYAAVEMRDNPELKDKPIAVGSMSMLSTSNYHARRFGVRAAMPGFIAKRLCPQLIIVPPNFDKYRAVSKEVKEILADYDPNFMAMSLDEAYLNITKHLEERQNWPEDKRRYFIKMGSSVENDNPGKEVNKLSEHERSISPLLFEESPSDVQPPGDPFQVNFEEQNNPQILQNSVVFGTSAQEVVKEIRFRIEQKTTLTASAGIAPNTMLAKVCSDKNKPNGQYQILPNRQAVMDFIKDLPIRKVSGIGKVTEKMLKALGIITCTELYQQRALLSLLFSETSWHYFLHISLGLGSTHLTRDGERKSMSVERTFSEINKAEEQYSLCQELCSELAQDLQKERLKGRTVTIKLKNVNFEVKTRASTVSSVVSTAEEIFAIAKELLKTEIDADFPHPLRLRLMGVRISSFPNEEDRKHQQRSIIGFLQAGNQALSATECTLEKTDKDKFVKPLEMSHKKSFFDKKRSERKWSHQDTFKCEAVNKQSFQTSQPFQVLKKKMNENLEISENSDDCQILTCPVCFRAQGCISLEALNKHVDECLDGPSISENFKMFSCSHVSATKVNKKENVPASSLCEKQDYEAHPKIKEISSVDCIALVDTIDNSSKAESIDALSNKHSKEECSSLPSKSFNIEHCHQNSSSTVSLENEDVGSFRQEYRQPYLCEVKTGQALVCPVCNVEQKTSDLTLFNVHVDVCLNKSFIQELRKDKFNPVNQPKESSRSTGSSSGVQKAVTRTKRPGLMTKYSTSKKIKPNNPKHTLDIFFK
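First, compounds were pin-transferred onto 10 nM Pol kappa. After 15 min at room temperature, substrate was added to 50 nM final. Fluorescence was then measured kinetically at 0 and 10 min.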
ERG Ets-DNA blk: ERG Ets/DNA interaction inhibition; fluorescence polarization, His-ERG Ets domain / labelled DNA; Potency, µM (highest dose often 76.9 µM), without a hit: at the highest dose FP activity, negative = inhibition, usual class: inhibitors; 0.028% of 370,000 active; AID 624246; active means well fitted inhibition curve with a large enough effect in the polarisation, with a control signal flat; inconclusive means small, poorly fitted or top-dose-only effect, or effect the other way, or a change in a side signal; inactive means no such curve, though single readings can be large or run the other way; the % refers to the polarisation;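 further: polarization taken with two DNA probes labelled with fluorescein and Texas red; potency means the concentration at half of the fitted maximal effect; % of control where 0% means no effect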
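His-tagged ERG Ets domain (1 uM in the protein solution; 300mM KCl, 50mM Tris-HCl, 1mM EDTA, 1mM DTT, pH 7.5) received compound, then a probe mix of 5 nM fluorescein-DNA and 100nM Texas-615-DNA. Fluorescence polarization was read for both dyes.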
POLB inh: blocks human DNA polymerase beta activity; 1.3% of 340,000 active; Potency, µM (series often up to 114 µM), inactives show top-dose activity change, negative = inhibition, most hits filed as inhibitors; P06746; Pol beta primer extension/strand displacement, fluorescence kinetic; further: potency means the concentration at half of the fitted maximal effect; on the % scale 0 is the no-effect control and ±100 the full control effect
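Human Pol beta at 10 nM; strand-displacement substrate 50 nM final. Compound exposure 15 min at room temperature before start, reaction 10 min at room temperature.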
12-LOX inh: ALOX12 (human) lipoxygenase inhibition | P18054 | purified 12hLO, xylenol orange hydroperoxide absorbance | Potency, µM (doses to about 108 µM), for the others: top-dose activity change, negative = inhibition, most hits filed as inhibitors | 1.1% of 580,000 active | AID 1671190; further: potency means the concentration at half of the fitted maximal effect; on the % scale 0 is the no-effect control and ±100 the full control effect
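Hydroperoxide product was detected by ferrous iron/xylenol orange as the 573 to 405 nm absorbance ratio. Arachidonic acid at 40 uM (final) was turned over for 30 min at room temperature by 150 nM human 12hLO, pH 7.0 Hepes buffer, after 15 min compound preincubation.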
Anesthetic bind: candidate novel general anesthetic via apoferritin binding. apoferritin/1-aminoanthracene competitive binding, fluorescence. Potency, µM (series often up to 77.5 µM), for the others: at the highest dose activity change, negative = displacement, most hits filed as inhibitors. 0.074% of 350,000 active; further: potency means the concentration at half of the fitted maximal effect; on the % scale 0 is the no-effect control and ±100 the full control effect; nearly all actives have a fitted effect of over 20% in size
Target sequence (P02791 2-175 limits assumed): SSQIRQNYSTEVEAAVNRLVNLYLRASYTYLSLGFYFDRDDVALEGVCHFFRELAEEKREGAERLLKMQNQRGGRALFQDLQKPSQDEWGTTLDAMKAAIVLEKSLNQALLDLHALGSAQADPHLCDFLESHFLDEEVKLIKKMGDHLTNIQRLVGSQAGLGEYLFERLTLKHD
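Apoferritin-based anesthetic binding model; compound displacement of fluorescent 1-AMA measured as endpoint fluorescence after 10 minutes at room temperature, scaled to free-ligand and complex controls.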
APE1 inh: blocks human APE1 abasic DNA cleavage. 0.35% of 350,000 active. P27695. recombinant APE1, TAMRA/BHQ-2 abasic DNA cleavage fluorescence. Potency, µM (series often up to 65.8 µM), for inactives: at the highest dose activity change, negative = inhibition, actives largely listed as inhibitors;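 further: potency means the concentration at half of the fitted maximal effect; plate controls were vehicle for no effect and reference inhibitor for full effect; nearly all actives have a fitted effect of over 55% in size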
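0.75 nM APE1 + cpd, 15 min RT; start w/ 50 nM TAMRA/BHQ-2 THF-abasic dsDNA; kinetic fluor 525/598 nm ×3 reads @60 s; Δ(read3−read1); normalized to DMSO and NSC13755 control wells.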
BLM inh: inhibitors of human Bloom syndrome helicase BLM; P54132; recombinant BLM DNA unwinding, fluorescence dequenching; Potency, µM (highest dose often 56.1 µM), without a hit: at the highest dose activity change, negative = inhibition, hits mostly inhibitors; 0.2% of 350,000 active;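 further: potency means the concentration at half of the fitted maximal effect; plate controls were vehicle for no effect and no enzyme for full effect; nearly all actives have a fitted effect of over 35% in size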
TRHR agonist: activates the human TRH receptor; P34981; TRHR cells, calcium flux fluo-8, FDSS agonist mode; activation, % at 2 µM; 0.18% of 360,000 active; in the data active means activation above about 30%; further: 0% is about no effect
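Read-out: compound-evoked intracellular calcium rise in TRHR cells, fluo-8 dye, kinetic FDSS fluorescence at 1 s/cycle following a 10-cycle baseline. Cells cultured overnight before dye loading (30 min–1.5 h, RT).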
Pol iota inh: blocks human DNA polymerase iota activity; Potency, µM (highest dose often 115 µM), without a hit: at the top dose activity, negative = inhibition, hits mostly inhibitors; Pol iota fluorescent replication assay, 10 min; Q9UNA4; 1% of 390,000 active; further: potency means the concentration at half of the fitted maximal effect
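Fluorescent replication assay read twice, at 0 min and 10 min after adding 50 nM (final) substrate. Enzyme (10 nM) and compounds were first incubated 15 min at room temperature; enzyme-free buffer wells were negative controls.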
An asterisk follows results filed as active; ? = inconclusive; nt = no result given; & = joins results of further samples; [ ] = dose if it differs, or a comment. Unless noted, the call rests on the fitted dose curve; in most records, active means well fitted curve in the direction sought with a large enough effect; inconclusive means small, poorly fitted or top-dose-only effect, or another doubt; inactive means no such curve, though single readings can be large; an effect the other way counts as inactive or inconclusive.

mol | Pol kappa inh | ERG Ets-DNA blk | POLB inh | 12-LOX inh | Anesthetic bind | APE1 inh | BLM inh | TRHR agonist | Pol iota inh
O=C(N/N=C/c1ccncc1)c1cccc(S(=O)(=O)Nc2ccc(Cl)cc2)c1 | 28µM* | 2% | ? | -5% | -9% | 15% | ? | -0.9 | 28µM*
CCCN1C(=O)/C(=C/c2ccco2)SC1=Nc1ccc(OC)cc1 | -22% | -12% | -13% | nt | ? | ? | -21% | 0.8 | -13%
O=C(NNC(=O)C1COc2ccccc2O1)c1cccc([N+](=O)[O-])c1 (centres undefined) | -8% | 4% | -26% | -4% | -2% | -5% | 1% | 0.4 | -10%
Fc1ccccc1Nc1nc2c(s1)CCc1ccccc1-2 | nt | nt | 4% | nt | ? | 0% | -19% | 0.8 | nt
COc1cc(NC(=O)c2cccnc2)c(Cl)cc1NC(=O)c1ccccc1 | -9% | -3% | 82% | -67% | -10% | 20% | -2% | -0.7 | 12%
O=C(NCc1cccnc1)/C(=C/c1ccc(Cl)cc1)NC(=O)c1ccccc1 | -5% | 3% | 28% | -48% | -8% | 36% | -2% | 0.1 | 23%
COc1ccc(C2Nc3ccccc3C(=O)N2c2ccc(Cl)cc2)cc1Cn1cc([N+](=O)[O-])cn1 (centres undefined) | -6% | 0% | 1% | -4% | -15% | -5% | -9% | -1.1 | -4%
COc1ccc(/C=C\C(=O)NCC(=O)N/N=C/c2ccc(O)cc2O)cc1 | -11% | 5% | -22% | -12% | -18% | -1% | -10% | -1.1 | -18%
CCC(C(=O)Nc1cnccn1)c1ccccc1 (centres undefined) | 0% | 6% | -1% | -2% | -1% | 2% | -1% | -1.6 | 41%[activator]
CCCCCn1c(N)c(-c2nc3ccccc3o2)c2c([N+](=O)[O-])nn(C)c(=O)c21 | -12% | 0% | 1.4µM* | -6% | -10% | 7% | 16µM* | 0.1 | -2%
COc1ccc(-c2nc3c(c(=O)[nH]c(=O)n3Cc3ccccc3)n2C)cc1 | -5% | -8% | -5% | 363%[activator] | -10% | 1% | -3% | -0.2 | ?
O=C(CC1(O)C(=O)N(Cc2ccccc2)c2ccc(Br)cc21)c1ccccc1 (centres undefined) | -8% | -9% | -13% | 0% | ? | nt | -9% | -1.6 | -27%
FC(F)(F)c1ccccc1-n1ccnc1 | -14%[60.1 µM] | 4% | 19%[57.1 µM] | -5% | nt | -3%&4%&17%&1%&-6% | -2%&5%&1% | 0.0 | 0%
CC1C/C(=N\NC(=S)NC(C)C)CC(C)(C)C1 (centres undefined) | -6% | -7% | -8% | ? | -16% | -1% | -2% | 0.1 | -1%
COc1ccc(S(=O)(=O)N(C)CC(=O)NC2CC2)cc1 | 2% | nt | -8% | 3% | -5% | -1% | -2% | -0.1 | 20%
O=C(Nc1ccc(-c2csc(Nc3ccc(Cl)cc3)n2)cc1)c1cccc(C(F)(F)F)c1 | 1% | 18% | 7% | ? | -12% | 21% | -9% | -0.2 | -1%
NC(=O)c1oc2ccc(Cl)cc2c1NC(=O)CN1CCOCC1 | 3% | -8% | -17% | 15% | -15% | 0% | -6% | 0.5 | 22%
COc1cc(C(=S)N2CCOCC2)cc(OC)c1OC(=O)c1cccc(C)c1 | -12% | -6% | -4% | -10% | -16% | 20% | -7% | -0.1 | 2%
O=C(CSc1ncccn1)NCc1ccc(Cl)cc1 | 18% | 2% | 15% | -8% | -9% | 2% | 11% | -0.7 | 0%
COC(=O)N/N=C\c1c(C)nn(-c2ccccc2)c1Cl | -12% | -6% | 23% | 0% | -2% | 3% | 0% | 0.2 | 197%[activator]

Look-ups from above:
Pol iota inh with COc1ccc(S(=O)(=O)N(C)CC(=O)NC2CC2)cc1 → 20%
TRHR agonist with O=C(NNC(=O)C1COc2ccccc2O1)c1cccc([N+](=O)[O-])c1 (centres undefined) → 0.4

(cont.)
mol | Pol kappa inh | ERG Ets-DNA blk | POLB inh | 12-LOX inh | Anesthetic bind | APE1 inh | BLM inh | TRHR agonist | Pol iota inh
Cc1ccsc1/C=N/n1c(=S)[nH]nc(C)c1=O | -6% | nt | 28% | 6% | 3% | -10% | 0% | -0.4 | 6%
COC(=O)c1cc2occc2n1Cc1ccc(Cl)cc1 | -17% | 1% | 6% | -10% | -15% | 9% | -10% | -1.1 | -4%
C1CCCCCC(=NNc2nn[nH]n2)CCCCC1 | 1% | 0% | 7% | ? | -2% | 0% | -1% | -0.2 | 17%
CCn1c(C)c(C)c2cc(C(=O)N3CCN(c4ccccc4)CC3)ccc21 | 5%&1% | 12%&8% | -3%&0% | ? | -7%&-23% | 58%[activator] | -4%&-8% | 0.6&0.1 | 1%&24%
O=C(NCC(c1cccs1)N1CCc2ccccc21)c1ccccc1 (centres undefined) | -17% | -13% | nt | ? | nt | -11% | nt | -0.1 | 5%
CCOC(=O)c1ccc(NS(=O)(=O)c2c(N)n(C)c(=O)n(C)c2=O)cc1 | 15% | -9% | nt | 3% | nt | nt | nt | nt | 46%
O=C(C1CCN(S(=O)(=O)c2cccc([N+](=O)[O-])c2)CC1)N1CCOCC1 | -1% | -2% | 0% | -2% | -5% | 0% | 3% | 1.5 | 26%
CC(C(=O)N1CCN(Cc2ccccc2)CC1)c1ccc([N+](=O)[O-])cc1 (centres undefined) | -5% | 3% | -13% | 0% | -2% | 5% | -2% | 1.4 | -13%
Cc1nc(C)n(C)c(=O)c1-c1ccccc1 | -2% | -15% | 69% | 0% | -6% | 8% | -1% | 0.9 | 126%[activator]
O=C1CC(c2ccc(F)cc2)Cc2nc(N3CCN(c4ccccc4)CC3)ncc21 (centres undefined) | -4% | 0% | -2% | 14% | -12% | 3% | -12% | 0.6 | 8%
O=C(CCCCn1c(=O)c2ccccc2n(Cc2ccc(F)cc2Cl)c1=O)NCc1ccco1 | -20% | -7% | 13% | -23% | -24% | 0% | -5% | -0.7 | 3%
Cc1ccc(CN(Cc2ccco2)c2cnc(S(C)(=O)=O)nc2C(=O)Nc2ccc(Br)cc2)o1 | 4% | -1% | 0% | -21% | 1% | nt | -6% | -1.2 | -7%
COCC(C)NC(=O)c1cc(-c2ccc(O)cc2)on1 (centres undefined) | 11% | 20% | ? | 31%[activator] | -3% | -5% | -3% | 1.3 | 13%
CCOc1ccc(NC(=O)c2ccc(NC(=O)COC(=O)Cc3ccc(OC)cc3)cc2)cc1 | -5% | 0% | ? | -28% | -1% | -1% | -6% | -0.1 | 10%
CC(Cc1ccccc1)C(=O)NCc1ccccn1 (centres undefined) | 1% | 1% | -2% | -5% | -5%&-4% | ? | -2%&1% | -0.1 | 23%
CN(C)CCNCc1ccccc1OC1CCCC1 | -7% | -4% | 11% | 7% | -9% | 0% | 1% | 0.7 | 0%
CC(=O)Cc1nsc(NC(=O)c2ccc(-c3ccccc3Cl)o2)n1 | -6% | 4% | 21% | 0% | -1% | 0% | 1% | -0.4 | 10%
CCN(CC)C(=O)C(=O)N/N=C/c1cccc(Br)c1 | 12% | -4% | 5% | 168%[activator] | ? | 7% | 3% | nt | 0%
COc1cccc(OC)c1C(=O)Nc1cccc(C(C)=O)c1 | -3% | 7% | 28% | -1% | -1% | -5% | -10% | 0.0 | 18%
CC12CCC(C(=O)N3CCN(C(c4ccccc4)c4ccccc4)CC3)(OC1=O)C2(C)C (centres undefined) | -13% | -4% | 22% | ? | -8% | 2% | 1% | -0.2 | -6%
Cc1cccc(NC(=O)CCC(=O)Nc2nnc(C(F)(F)F)s2)c1 | -4% | 8% | 15% | -11% | -14% | 0% | -1% | 0.3 | 26%
CCCCNC(=S)N1CCN(c2nc3ccccc3s2)CC1 | -4% | -5% | 58% | 0% | -2% | 16% | -3% | 0.0 | -14%
COc1ccc(C(=O)Nc2cccc(C(=O)O)c2)cc1S(=O)(=O)N1CCCC1 | -6% | 3% | 27% | -12% | -1% | 18% | -6% | -0.3 | 9%
CC(=O)c1c(C)[nH]c(C(=O)Nc2ccc(F)cc2F)c1C | -5% | -7% | 3% | -9% | -3% | 37%[activator] | 2% | -1.2 | 54%[activator]
CSc1nsc(SC)c1C(=O)Nc1ccc(C)cc1 | -14% | 0% | 22% | 51% | -16% | -2% | -3% | -0.6 | 3%
CCCCOc1cccc(C(=O)N(Cc2ccc(C)o2)c2ccccn2)c1 | -4% | 4% | 0% | 6% | 1% | nt | -5% | -0.3 | 31%[activator]
CCCCCn1c(Sc2ncccn2)nc2c1c(=O)[nH]c(=O)n2C | 3% | -7% | -22% | 0% | -6% | 3% | -1% | -0.2 | 15%
COc1cnn(C(C)(C)C)c(=O)c1Cl | -5% | 5% | 16% | -14% | -6% | -5% | -1% | 0.8 | 35%[activator]
COc1ccc(N2CCN(C(CNC(=O)C(C)(C)C)c3cccnc3)CC2)cc1 (centres undefined) | 12% | 0% | 1% | -2% | -5% | -1% | 0% | -0.1 | 32%[activator]
Cc1nc(SCC#N)c2c(C)c(C)sc2n1 | -9% | -4% | 2% | 2% | 9% | 6% | -8% | -0.6 | 12%
CCOC(=O)CNC(=S)n1ncnc1N | 1% | 19% | 53% | -12% | -5% | -2% | -2% | -0.7 | 22%
COC(=O)/C=C/C(=O)Nc1cccc(C(F)(F)F)c1 | 0% | 12% | -14% | -15% | -6% | 0% | 2% | 0.5 | 13%
C/C=C/c1ccc(OCC(=O)Nc2cc(OC)c(OC)c(OC)c2)c(OC)c1 | -5% | -1% | -29% | 18% | -9% | 8% | -10% | 0.6 | 39%[activator]
CC1CCCc2sc3nc(N4CCN(CCO)CC4)n4ncnc4c3c21 (centres undefined) | -7% | 1% | -1% | -5% | -16% | -1% | -9% | 0.5 | 1%
NNC(=O)c1ccc(COc2ccc3ccccc3c2)o1 | -4% | 6% | -1% | 429%[activator] | ? | -2% | -3% | 1.6 | -1%
CC(C#N)Sc1nc2ccccc2c(=O)n1-c1ccccc1 (centres undefined) | -6%[60.1 µM] | nt | 7% | 2%[57.4 µM] | -21% | -2% | -5% | -0.9 | 5%

High-throughput results: PubChem BioAssay, National Center for Advancing Translational Sciences (NCATS)

The list is partial (hit frequency here may not be typical).
